Assay outcomes from PubChem.
SV40 large T antigen = TAg ATPase/helicase activity blockers – biochemical (AID 1903) | actives 0.39% (n = 310,000) | SV40 large T antigen ATPase/helicase inhibition assay; higher % means a stronger effect | inhibition, % at 20 µM, or IC50 in µM where a hit was titrated; in the data active = a potency from the dose series; inconclusive = inhibition mostly from about 32% at the one dose, without a potency; inactive = the rest, 99 in 100 with inhibition below about 32%; note: strong numbers were not always called active
NTR1 ag = NTR1-driven beta-arrestin-GFP spot formation – imaging, U2OS cells, high content, primary screen (AID 493036); agonist mode; actives 0.17% (n = 330,000); P30989; activation, % at 20 µM;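 active = activation at or above 40% of the spot to cytoplasm intensity ratio, with at least 20 cells analyzed; inconclusive = wells under 20 cells, flagged as cytotoxic or low count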;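 note: 0% = DMSO without peptide and 100% = 100 nM NTR1 peptide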
Target sequence (P30989 whole entry, looked up): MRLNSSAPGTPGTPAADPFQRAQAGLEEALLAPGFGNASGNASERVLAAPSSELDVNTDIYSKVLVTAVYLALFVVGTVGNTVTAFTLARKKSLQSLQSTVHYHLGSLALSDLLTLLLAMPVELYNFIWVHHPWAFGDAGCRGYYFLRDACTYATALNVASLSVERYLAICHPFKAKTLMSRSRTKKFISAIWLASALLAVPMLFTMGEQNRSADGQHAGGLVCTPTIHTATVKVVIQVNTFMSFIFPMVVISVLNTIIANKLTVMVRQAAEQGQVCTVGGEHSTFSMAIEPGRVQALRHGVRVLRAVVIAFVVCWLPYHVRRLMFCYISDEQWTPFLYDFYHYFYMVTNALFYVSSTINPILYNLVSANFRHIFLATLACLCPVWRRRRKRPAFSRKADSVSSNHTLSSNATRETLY
AID2073 = inhibitors of Mint1-CaV2.2 protein interaction, biochemical, HTRF (AID 2073). HTRF protein-protein interaction, Mint1-CaV2.2; higher % means a stronger effect. actives 0.19% (n = 290,000). inhibition, % at 20 µM; hits with a dose series show IC50 in µM; in the data active = inhibition mostly above about 51%, no sharp cut-off; inconclusive = no clear call, values can overlap the other calls; inactive = mostly below about 53%; note: some results filed as inactive read as strong as hits
GPR55 activation = GPR55 agonists via beta-arrestin recruitment, primary screen, imaging, U2OS cells, beta-arrestin-GFP redistribution (AID 1961); actives 0.048% (n = 290,000); activation, % at 10 µM, or EC50 in µM where a hit was titrated; U2OS GPR55 beta-arrestin-GFP redistribution imaging; higher % means a stronger effect;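 active = activation above 40% with more than 50 cells counted in the well; inconclusive = wells holding fewer than 50 cells, flagged as toxic or sparse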;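 note: U2OS osteosarcoma cells stably expressing GPR55 and beta-arrestin-GFP; plate controls were DMSO negative control for no effect and LPI positive control for full effect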
Rac1 GTP hydrolysis = MgcRacGAP GTPase-activating activity inhibitors, confirmation, biochemical, ADP Hunter fluorescence; actives 0.6% (n = 340,000); inhibition, % at 30 µM, or IC50 in µM where a hit was titrated; AID 624330; MgcRacGAP-stimulated Rac1 GTP hydrolysis, ADP Hunter fluorescence; higher % means a stronger effect; GST-tagged Rac1 F28L mutant substrate;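 active = first-screen hits whose inhibition reached a set limit at any dose in the follow-up dose series; inconclusive = inhibition above the set first-screen limit but never retested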;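 note: fluorescence reports GDP produced by GAP-driven GTP hydrolysis; strong numbers were not always called active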
NS5 inhibitors = flavivirus cap methylation enzyme inhibition – biochemical, confirmation dose response, primary screen (AID 588689); Dengue-2 NS5 methyltransferase capping enzyme assay, biochemical; higher % means a stronger effect; inhibition, % at 25 µM, or IC50 in µM where a hit was titrated; actives 0.3% (n = 340,000); in the data active = a potency from the dose series; inconclusive = inhibition above about 29% without an active follow-up result
GPR55 antagonists = inhibition of LPI-stimulated GPR55 beta-arrestin translocation – imaging, U2OS, beta-arrestin-GFP, LPI agonist, primary screen (AID 2013); U2OS GPR55 beta-arrestin-GFP translocation imaging, LPI antagonism; higher % means a stronger effect; one-dose inhibition, % at 10 µM; IC50 in µM for titrated hits; actives 0.13% (n = 290,000);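 active = spots per cell inhibited over 60%, with over 100 cells counted and total cytoplasm intensity under 500,000; inconclusive = wells with under 100 cells, flagged as likely toxic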;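 note: U2OS cells stably carrying GPR55 and arrestin-GFP stimulated by 5 µM LPI near EC80; imaged beta-arrestin-GFP aggregate spots per cell after agonist stimulation; plate controls were LPI-stimulated DMSO wells for no effect and DMSO wells without LPI for full effect; some results filed as inactive read as strong as hits; confirmed hits need IC50 under 10 µM and bright autofluorescent wells are also inconclusive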
GPR35 antagonists = inhibition of zaprinast-stimulated GPR35 beta-arrestin translocation – imaging, U2OS, beta-arrestin-GFP, zaprinast agonist, primary screen (AID 2058); U2OS GPR35 beta-arrestin-GFP translocation imaging, zaprinast antagonism; higher % means a stronger effect; inhibition, % at 10 µM; hits with a dose series show IC50 in µM; actives 0.052% (n = 290,000);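 active = inhibition of at least 50% with at least 30 cells and total cytoplasm GFP at most 10,000,000; inconclusive = under 30 cells or total GFP of 10,000,000 plus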
Yfh1-depleted yeast = enhancers of respiration in Yfh1-depleted yeast, dose response, Friedreich's ataxia, plus single-dose screen (AID 1465) | S. cerevisiae Yfh1-off respiration, WST-1 reduction, 72 h; higher fold induction means a stronger effect | fold induction at 50 µM; hits with a dose series show EC50 in µM | actives 0.074% (n = 220,000);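 active = fold induction of absorbance versus untreated yeast above a set limit, then at least 30% activation at any dose in follow-up; inconclusive = repeats straddling the limit, or above it without dose testing; inactive = fold induction below the set limit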;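 note: activators that raise dye reduction in frataxin-depleted yeast; strong numbers were not always called active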
NTR1 ag cell count 20 µM = further read-out of NTR1 ag, marked with its call; cell count; measured here: cell count, cytotoxicity flag
NS5 inhibitors pilot replicate = further read-out of NS5 inhibitors, marked with its call; inhibition, %; measured here: pilot screen replicate inhibition
Numbers without * were called inactive; i = inactive; ? = inconclusive; nt = not tested or not shown.

SMILES | SV40 large T antigen | NTR1 ag | NTR1 ag cell count 20 µM | AID2073 | GPR55 activation | Rac1 GTP hydrolysis | NS5 inhibitors | GPR55 antagonists | GPR35 antagonists | Yfh1-depleted yeast | others
Cc1sc2nc(SCC(=O)N(C)Cc3ccccc3)n(-c3ccccc3)c(=O)c2c1C | 4% | 14 | 46 | -3% | -0.1% | 14% | -7% | -4% | 6% | i
O=C(Nc1nsc(-c2ccccc2)n1)c1ccc(F)cc1 | 9% | -0.1 | 23 | 29% | 0.5% | 9% | -13% | 1% | -17% | i
COc1ccc(/C(N)=N/OC(=O)CCCc2ccccc2)cc1OC | 5% | 0.7 | 56 | -3% | 0.1% | 5% | -6% | 21% | 11% | i
CC1(C)C(=O)Nc2ccccc2N1C(=O)COc1cccnc1[N+](=O)[O-] | 3% | 1.0 | 40 | 7% | 0.2% | 8% | -7% | -12% | -9% | i
Cc1nc(SCC(=O)OCc2ccccc2)c(C#N)c(-c2ccccc2)c1C(=O)Nc1ccccc1 | 10% | 1.7 | 102 | 24% | -0.4% | 6% | -9% | 12% | -13% | i
COC(=O)c1cc(NC(=O)c2cccc(C(F)(F)F)c2)c(=O)oc1C/C=N/OCc1cccc(Cl)c1Cl | 23% | -0.2 | 67 | 12% | -0.1% | 5% | -30% | 14% | 10% | i
CC(=O)N1C2CCCCC2S[C@H]2CCCCC21 (stereo partly specified) | 3% | -0.5 | 93 | -13% | 0.3% | 5% | -3% | 2% | -6% | i
CCN(CC)C1=N/C(=C\c2ccco2)C(=O)N1c1ccccc1 | 10% | -0.6 | 75 | 0% | 0.1% | 4% | -8% | 8% | 10% | i
COC(=O)C(O)(CC(=O)Nc1ccc(OC(F)(F)F)cc1)C(F)(F)F (stereo unspecified) | 11% | -1.8 | 59 | -1% | -0.1% | 19% | -1% | -2% | 10% | i
CCn1c(=O)cc(SCC(=O)Nc2ccc(Cl)cc2)c2ccccc21 | -1% | 2.9 | 73 | 2% | -0.1% | 4% | -9% | 17% | 9% | i
CCc1noc(C)c1C(=O)N(C)CC(=O)Nc1ccc(F)c(F)c1F | 21% | -0.2 | 55 | nt | nt | 10% | 7% | nt | nt | nt
CC(=O)Nc1ccc(N=Cc2c(O)ccc3ccccc23)cc1 | 14% | -0.5 | 51 | 7% | -0.2% | 23% | -43% | 15% | -4% | nt | NS5 inhibitors pilot replicate=-19
CCc1ccc(NC(=O)CN(CC(=O)Nc2ccc(CC)cc2)CC(C)O)cc1 (stereo unspecified) | 16% | 1.8 | 46 | 1% | 0.6% | 10% | 1% | 2% | -5% | nt
CCCCNS(=O)(=O)c1ccc2nc(SCC(=O)Nc3cc(C)cc(C)c3)[nH]c2c1 | 4% | 12 | 56 | 6% | 0.5% | -6% | -1% | -4% | -4% | i
Cc1ccc(NC(=O)/C(=C\C=C\c2ccccc2)NC(=O)c2ccccc2)cc1 | 6% | 0.0 | 33 | 16% | -0.3% | 13% | -4% | 9% | 0% | i
CCC(=O)c1c[nH]c(C(=O)N2CCN(c3ccccc3)CC2)c1 | 9% | 1.1 | 51 | -7% | 0.2% | 6% | -1% | 10% | 10% | i
CC1(C)CC(=O)CC(C)(C)N1OC(=O)c1ccncc1 | 8% | 1.1 | 81 | -1% | -0.2% | 7% | 1% | -1% | 5% | i
COc1ccccc1CNC(=O)COC(=O)c1ccccn1 | 20% | 0.3 | 57 | nt | nt | 0% | 0% | nt | nt | nt
O=C(NC1CCCCC1)c1cc(-c2ccccn2)nc2ccccc12 | 1% | 0.3 | 61 | 9% | -0.1% | 0% | 6% | 11% | 2% | i
Cc1cc(C)n(S(=O)(=O)c2ccccc2)n1 | 5% | 1.6 | 68 | 4% | 0.7% | -2% | -9% | 2% | -15% | i
COc1cccc(C2CCCN2Cc2nc(-c3sccc3C)oc2C)c1 (stereo unspecified) | 2% | 0.4 | 37 | 8% | -0.2% | 7% | -14% | 6% | 12% | i
Cc1cc(OCCCCCNCCO)cc(C)c1Cl | 9% | 0.8 | 59 | -2% | 0.3% | -2% | -2% | 20% | 5% | i
O=C1CC(=O)N(Cc2ccco2)C(=O)N1 | 76µM* | 21 | 76 | 30% | -0.3% | ? | -83% | -2% | 13% | nt
CC(C)c1nc2sc3c(c2c(=O)o1)CCCC3 | 11% | 1.0 | 45 | -5% | -0.2% | 13% | 2% | -20% | 18% | i
COc1ccc(C(=O)NCC(c2ccco2)N2CCc3ccccc32)cc1 (stereo unspecified) | 15% | 1.6 | 72 | nt | nt | 9% | -11% | nt | nt | nt
COc1cccc(Oc2nc(N)ncc2[N+](=O)[O-])c1 | 7% | -0.1 | 47 | -7% | 0.3% | 6% | -3% | 0% | -2% | nt
CC(=O)Nc1ccc(NC(=O)N(c2ccccc2)c2ccccc2)cc1 | 15% | -0.9 | 59 | 7% | -0.2% | 15% | -1% | 5% | 7% | nt
Cc1ccc(C)c(NC(=O)CSc2nnc(C)c(=O)n2N)c1 | 8% | -1.2 | 58 | -6% | -0.3% | 6% | -5% | -4% | nt | i
CCCC(NC(=O)CCl)c1ccccc1 (stereo unspecified) | 4% | 0.5 | 47 | -5% | -0.2% | -1% | 2% | 12% | 31% | i
COC(=O)CCCC1=CC2=CC(=O)C(C)(OC(=O)c3cccs3)C(=O)C2=CN1Cc1ccc2c(c1)OCO2 (stereo unspecified) | 11% | 1.1 | 48 | 27% | -0.1% | 0% | 13% | -3% | -7% | i
CCC(CC)C(=O)N1CCN(Cc2nc3ccccc3c(=O)[nH]2)CC1 | 7% | 2.7 | 28 | -15% | -0.1% | 5% | -4% | -2% | 0% | i
Fc1ccc2c(c1)C1C=CCC1C(c1cc3c(cc1Br)OCO3)N2 (stereo unspecified) | 3% | 10 | 88 | -11% | -0.1% | 5% | 0% | -10% | -3% | i
COc1ccc(OC)c(-c2csc(NC(=O)c3ccccc3F)n2)c1 | 16% | 6.2 | 54 | 41% | 0.5% | -4% | 2% | 3% | 2% | nt
CC1CCN(C(=O)CN(CCc2ccccc2)S(C)(=O)=O)CC1 | 14% | -2.4 | 76 | -9% | -0.2% | 4% | -6% | 14% | -7% | i
O=C(O)c1ccc(N2C(=O)CC(N3CCN(c4ccc(Cl)cc4)CC3)C2=O)cc1 (stereo unspecified) | 15% | 2.3 | 68 | 6% | 0.2% | 7% | -3% | 3% | -1% | nt
CC(C)C(Nc1ccc(C(F)(F)F)cc1[N+](=O)[O-])C(=O)O (stereo unspecified) | 16% | -1.1 | 66 | -3% | -0.2% | 13% | 8% | 6% | 10% | i
CCc1nnc(NC(=O)c2ccc3nc(CC)c(CC)nc3c2)s1 | 6% | 4.6 | 29 | 16% | 0.4% | 4% | 12% | 14% | -8% | i
O=C(O)CCC(NS(=O)(=O)c1ccc(-c2ccccc2)cc1)C(=O)O (stereo unspecified) | 10% | -0.4 | 78 | -2% | -0.1% | -4% | -1% | 1% | 4% | i
Cc1cc(C)cc(NC(=O)c2ccc(N3C(=O)C4CCCCC4C3=O)cc2)c1 (stereo unspecified) | 13% | 1.2 | 73 | -2% | 0.4% | 3% | -6% | 15% | -2% | nt
CCc1ccc(Nc2ccc(C(=O)O)cc2[N+](=O)[O-])cc1 | 27% | -0.9 | 81 | 5% | -0.2% | 4% | >100µM* | 6% | -7% | nt
COc1ccc(NC(=S)NCCc2ccccc2)c(OC)c1 | 21% | -1.3 | 71 | -9% | 0.0% | 7% | 10% | 2% | 3% | i
O=C(/C=C/c1cccc(C(F)(F)F)c1)Nc1cccc(C(F)(F)F)c1 | 7% | 7.6 | 50 | 12% | -0.2% | 1% | -5% | 18% | 19% | i
CCCOc1ccc2nc(C)c(CCC)c(SC(=N)N)c2c1 | 6% | 0.3 | 54 | -25% | -0.1% | 10% | -1% | 2% | 6% | i
CCN(CC)c1ccc(C(=S)NCc2ccccc2)cc1 | 8% | 3.0 | 51 | 9% | -0.2% | 10% | 6% | 8% | -4% | i
CCN(CC)CCCN1C(=O)C(=O)/C(=C(/O)c2ccc(OC)c(Cl)c2)C1c1ccco1 (stereo unspecified) | nt | nt | nt | 30% | -0.1% | nt | nt | -5% | -3% | nt
Cc1ccc(C(=O)C2COC(=O)C2)cc1 (stereo unspecified) | 10% | 1.3 | 82 | 2% | 0.2% | 3% | -4% | 7% | -7% | i
Cc1cc(C)cc(N(C(=O)CCC(=O)Nc2ccccn2)C(C(=O)NC(C)C)c2ccc(O)cc2)c1 (stereo unspecified) | -3% | 0.4 | 53 | -10% | 0.3% | nt | nt | 2% | -5% | i
Clc1ccc(-n2cccc2/C=N/n2cnnc2)cc1 | -9% | 0.4 | 62 | 4% | -0.1% | -3% | -7% | 5% | 10% | i
O=S(=O)(c1ccccc1)c1cnc(-c2cccnc2)nc1-c1ccccc1 | 14% | 1.9 | 61 | 3% | 0.0% | 3% | -6% | 14% | 9% | i
C/C=N/NC(=O)CCNC(=O)c1ccccc1 | 9% | -0.4 | 65 | 3% | -0.2% | 9% | -4% | 0% | -6% | i
CCOC(=O)c1sc(NC(C)=O)nc1-c1ccccc1 | -2% | 0.9 | 55 | 1% | -0.1% | 6% | -3% | nt | -9% | i
O=C(C1CCCN1S(=O)(=O)c1ccc(Cl)c(Cl)c1)N1CCOCC1 (stereo unspecified) | 4% | 0.0 | 52 | -6% | -0.1% | 5% | -10% | 22% | -12% | i
COc1ccc2c(c1)-c1c(ssc1=S)C(C)(C)N2C(=O)CSC1=NCCS1 | 11% | 1.2 | 83 | -12% | -0.2% | 7% | -12% | 44% | -6% | i
COc1cccc(/C=N/n2nnnc2N)c1OCc1ccccc1Cl | 7% | -0.2 | 50 | 20% | -0.2% | 2% | 1% | 0% | 9% | i
O=C(NCc1cccs1)C1CCCN1S(=O)(=O)c1ccccc1F (stereo unspecified) | 2% | -0.5 | 77 | 2% | 0.5% | 3% | -12% | 7% | 3% | i | NS5 inhibitors pilot replicate=-7.8
